# Screening data (PubChem)
# TIM10 inh: inhibits growth of TIM10 yeast strain; S. cerevisiae TIM10 strain growth, BacTiter-Glo luminescence, 24 h; inhibition, % at 10 µM; 330,000 tested, 1.4% active; AID 463195;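 active = inhibition of 40% or more at the single tested concentration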;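 also: wild-type TIM10 isogenic control strain grown at permissive 25 °C; 0% = DMSO yeast wells and 100% = minimal medium wells without yeast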
# 697 NFkB inh: inhibitors of the PMA/ionomycin-induced NF-kB reporter in 697 B cells | 697 B-cell NF-kB luciferase reporter, 16 h | inhibition, % at 4 µM | 330,000 tested, 0.33% active | AID 435022; in the data active = inhibition above about 35%
# UPR CHOP act: activators of apoptotic arm of unfolded protein response (CHOP); CHO-CHOP luciferase reporter, UPR activation, luminescence; percent of tunicamycin response over DMSO baseline; 330,000 tested, 0.34% active; activation, % at 10 µM;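 active = at 10 µM dose, activation of 40% or more, normalized to positive control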;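 also: 100% = tunicamycin at 10 µg/mL and 0% = DMSO alone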
#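 Assay system: CHO cells with stable CHOP pathway luciferase reporter; Buffer or medium: F12 plus 10% serum; Times: 16-18 h cell attachment, then 6 h compound exposure, 37 °C; Signal: luciferase luminescence; Read-out basis: percent activation relative to tunicamycin control; Control set: tunicamycin high control, DMSO low control.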
# tim23-1 inh: tim23-1 yeast growth inhibition; 330,000 tested, 1.3% active; inhibition, % at 20 µM; S. cerevisiae tim23-1 growth, BacTiter-Glo luminescence, 24 h; AID 463212;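 active = growth inhibition of the mutant yeast at or above 50%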;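 also: temperature-sensitive mutant grown at 25 °C; plate controls were DMSO-treated mutant yeast for no effect and medium wells lacking yeast for full effect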
# tim10-1 inh: growth inhibitors of tim10-1 mutant yeast; S. cerevisiae tim10-1 ts strain growth, BacTiter-Glo, 24 h; inhibition, % at 20 µM; 330,000 tested, 2.2% active; AID 463190;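 active = inhibition of at least 40%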;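 also: mutant grown at 25 °C; 0% = DMSO wells with yeast and 100% = wells holding no yeast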
# Mdm2-MdmX inh: inhibitors of human Mdm2/MdmX interaction; SaOS-2 split-luciferase Mdm2/MdmX complementation, luminescence; inhibition, % at 8 µM; O15151+Q00987; 330,000 tested, 3% active;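 active = inhibition of at least 50% at 8 µM in the primary screen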
# Target sequence (O15151 whole entry, looked up): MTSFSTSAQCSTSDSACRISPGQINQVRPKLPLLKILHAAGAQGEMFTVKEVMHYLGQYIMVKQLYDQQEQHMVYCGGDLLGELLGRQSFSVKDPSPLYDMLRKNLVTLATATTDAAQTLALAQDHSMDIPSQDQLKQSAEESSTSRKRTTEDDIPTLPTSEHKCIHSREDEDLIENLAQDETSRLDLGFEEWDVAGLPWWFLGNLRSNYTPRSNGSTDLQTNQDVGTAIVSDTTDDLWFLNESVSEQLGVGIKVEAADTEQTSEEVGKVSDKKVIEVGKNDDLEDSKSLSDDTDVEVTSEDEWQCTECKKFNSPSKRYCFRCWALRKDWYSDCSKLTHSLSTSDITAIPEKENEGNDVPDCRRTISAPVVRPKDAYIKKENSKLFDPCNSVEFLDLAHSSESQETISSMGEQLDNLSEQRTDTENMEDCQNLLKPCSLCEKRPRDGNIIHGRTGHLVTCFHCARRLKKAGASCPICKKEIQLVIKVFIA
# Target sequence (Q00987 whole entry, looked up): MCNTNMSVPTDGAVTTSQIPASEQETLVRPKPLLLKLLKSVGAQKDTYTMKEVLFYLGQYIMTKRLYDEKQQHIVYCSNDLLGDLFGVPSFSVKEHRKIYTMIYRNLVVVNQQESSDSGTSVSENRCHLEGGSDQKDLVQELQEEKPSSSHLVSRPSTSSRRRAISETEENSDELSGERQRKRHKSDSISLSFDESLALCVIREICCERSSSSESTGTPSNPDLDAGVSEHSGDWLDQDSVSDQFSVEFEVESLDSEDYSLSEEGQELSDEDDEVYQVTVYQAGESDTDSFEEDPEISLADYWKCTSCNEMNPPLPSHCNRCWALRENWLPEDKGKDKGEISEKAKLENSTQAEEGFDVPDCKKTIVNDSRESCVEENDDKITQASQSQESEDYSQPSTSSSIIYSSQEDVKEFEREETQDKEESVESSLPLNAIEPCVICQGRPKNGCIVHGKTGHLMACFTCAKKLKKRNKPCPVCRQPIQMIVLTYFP
# XBP1 UPR activ: activators of adaptive arm of unfolded protein response (XBP1); CHO-XBP1 luciferase reporter, IRE1-XBP1 UPR activation, luminescence; percent of tunicamycin response, DMSO as zero; activation, % at 20 µM; 330,000 tested, 0.33% active;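 active = versus positive control, 20 µM dose yields 30% or more activation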;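 also: 100% = tunicamycin at 10 µg/mL and 0% = DMSO only wells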
#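 Assay system: IRE1-XBP1 luciferase reporter CHO line. Input: 1000 cells/well. Buffer or medium: F12 with 10% serum. Doses: 20 µM, 1% DMSO. Times: overnight seeding at 37 °C, 6 h compound treatment at 37 °C. Technique: Steady-Glo luciferase glow luminescence, 10 min after reagent addition.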
# Jurkat NFkB inh: lowers PMA/ionomycin-induced NF-kB signal in Jurkat cells; PMA/ionomycin-induced NF-kB luciferase reporter, luminescence; inhibition, % at 4 µM; 330,000 tested, 0.53% active; in the data active = inhibition above about 50%
# The depositor's hits bear a star.
1) O=C(CCCOc1ccc(Br)cc1)Nc1nnc(C2CC2)s1
2) CC(=O)c1ccc(N2CCN(C(=O)c3ccc4[nH]c(C)c(C)c4c3)CC2)cc1
3) COc1ccc(N2CCN(CCNC(=O)Nc3cc(Cl)ccc3OC)CC2)cc1
4) COc1cccc(NC(=O)Cc2csc(NC(=O)Nc3ccccc3OC)n2)c1
5) O=C1CC(N2CCN(CCc3ccccn3)CC2)C(=O)N1c1ccc(Cl)cc1 (stereo unspecified)
6) CCOc1ccc(S(=O)(=O)Nc2cccc(C(=O)NCC(c3ccc(OC)cc3)N3CCOCC3)c2)cc1 (stereo unspecified)
7) COc1ccc(OC)c(-n2c(=S)[nH]c3cc(C(=O)N4CCN(c5ccccc5)CC4)ccc3c2=O)c1
8) COc1cc(OC)c(NC(=O)c2ccc3c(SCC(=O)O)c4c(nc3c2)CCCC4)cc1Cl
screen / no.	1	2	3	4	5	6	7	8
Mdm2-MdmX inh	17.5	31.0	14.1	6.0	3.9	10.4	-15.7	20.8
XBP1 UPR activ	-1.5	-1.9	0.4	-4.5	-0.6	-5.2	-2.5	0.2
Jurkat NFkB inh	3.1	15.8	4.3	-2.5	3.5	13.5	-7.5	5.0
TIM10 inh	-0.4	29.2	17.5	-8.0	10.6	12.2	7.4	4.4
UPR CHOP act	-0.9	-2.1	-0.5	0.1	0.4	3.3	1.6	-0.4
tim23-1 inh	14.2	30.5	7.4	18.6	20.7	16.0	-0.8	-2.9
tim10-1 inh	18.7	22.7	26.3	4.0	4.5	14.0	5.7	-5.3
697 NFkB inh	11.7	4.8	4.1	-0.3	-7.8	1.2	-15.1	11.5

9) Cc1ccc(NC(=S)Nc2ccccn2)c(C)c1
10) CC(=O)c1cccc(N2C(=O)CC(N3CCN(S(=O)(=O)c4ccc(Cl)cc4)CC3)C2=O)c1 (stereo unspecified)
11) Cc1[nH]c2ccc(F)cc2c1CCN(Cc1cccnc1)C(=S)NC(C)(C)C
12) COC(=O)c1cc(C(=O)OC)cc(-n2c(C)cc(C(=O)CC#N)c2C)c1
13) C=CCOC(=O)c1ccccc1C(=O)OCC=C
14) O=c1cc(CN2CCN(c3cccc(Cl)c3)CC2)c2cc(O)c(-c3ccccc3)cc2o1
15) CCCN1CCN(CCCNC(=O)c2ccc3c(Cl)c4c(nc3c2)CCCC4)CC1
16) COc1cc(/C=C/C(=O)OCC(=O)NC(=O)NCc2ccccc2)ccc1OCC#N
screen / no.	9	10	11	12	13	14	15	16
Mdm2-MdmX inh	-90.5	-5.0	14.5	1.6	-0.8	41.3	70.0*	12.0
XBP1 UPR activ	3.9	-0.6	-2.5	0.6	2.8	-0.5	-1.1	-3.7
Jurkat NFkB inh	-71.9	7.7	7.8	-4.7	4.3	6.0	-14.0	8.5
TIM10 inh	6.4	-3.8	12.6	1.6	-2.8	-32.4	15.9	6.8
UPR CHOP act	4.3	1.5	1.1	0.9	1.1	7.6	1.8	1.1
tim23-1 inh	25.1	9.8	18.4	24.6	12.0	-13.4	13.0	-4.5
tim10-1 inh	39.9	-0.8	27.0	14.5	-1.6	-31.2	15.0	-6.2
697 NFkB inh	-113.4	21.4	-4.9	0.9	14.9	25.8	-18.0	2.8

17) Cc1nc(N)sc1N=Nc1c(C)n(C)n(-c2ccccc2)c1=O
18) CCOc1ccc(CCNC(=O)c2ccc(CS(=O)Cc3ccc(Cl)cc3)o2)cc1OCC (stereo unspecified)
19) CCCCNC(=O)C(CC)(ONc1ccccc1C(F)(F)F)c1ccccc1 (stereo unspecified)
20) O=c1[nH]c2cc3c(cc2cc1CN(CCO)S(=O)(=O)c1ccccc1)OCCO3
21) Cc1cc(Cl)ccc1OCCCC(=O)N1CCOCC1
22) CCC(C)c1ccc(NC(=S)NCc2cccnc2)cc1 (stereo unspecified)
23) COc1ccc(NC(=O)N2CCc3cc(OC)c(OC)cc3C2)cc1
24) C#CCOCCOCCOCCNc1nc(N2CCN(C(=O)[C@H](Cc3cc4ccccc4[nH]3)n3cc([C@@H](N)C(C)CC)nn3)CC2)nc(N2CCN(C(=O)[C@H](CCCCN)n3cc([C@@H](N)CC(C)C)nn3)CC2)n1 (stereo partly specified)
screen / no.	17	18	19	20	21	22	23	24
Mdm2-MdmX inh	-1.7	19.5	27.9	7.4	-16.9	5.3	-12.4	-26.7
XBP1 UPR activ	-3.1	-6.9	-3.0	-3.1	1.3	-1.0	-1.9	-4.6
Jurkat NFkB inh	2.5	17.0	10.5	-6.0	-24.6	-20.2	-29.0	-6.0
TIM10 inh	2.0	-2.0	1.8	-20.1	8.0	15.4	15.4	2.7
UPR CHOP act	-0.1	2.7	0.4	-1.9	6.8	3.0	1.4	-0.1
tim23-1 inh	0.2	8.7	34.4	15.7	19.4	22.6	9.9	10.0
tim10-1 inh	15.8	15.6	18.8	5.3	42.4*	38.6	-16.6	-3.1
697 NFkB inh	5.3	-3.3	0.9	1.8	-30.5	-10.9	-31.6	20.0

# Full records, looked up by structure. Screens in order: Mdm2-MdmX inh, XBP1 UPR activ, Jurkat NFkB inh, TIM10 inh, UPR CHOP act, tim23-1 inh, tim10-1 inh, 697 NFkB inh
# COc1ccc(NC(=O)N2CCc3cc(OC)c(OC)cc3C2)cc1 reads -12.4, -1.9, -29.0, 15.4, 1.4, 9.9, -16.6, -31.6
# Cc1cc(Cl)ccc1OCCCC(=O)N1CCOCC1 reads -16.9, 1.3, -24.6, 8.0, 6.8, 19.4, 42.4*, -30.5
# CCOc1ccc(CCNC(=O)c2ccc(CS(=O)Cc3ccc(Cl)cc3)o2)cc1OCC (stereo unspecified) reads 19.5, -6.9, 17.0, -2.0, 2.7, 8.7, 15.6, -3.3
# CCC(C)c1ccc(NC(=S)NCc2cccnc2)cc1 (stereo unspecified) reads 5.3, -1.0, -20.2, 15.4, 3.0, 22.6, 38.6, -10.9

# Further structures follow.
25) COc1ccc(C2C(C#N)=C(N)N(c3ccccc3)C3=C2C(=O)CCC3)cc1Cn1cc([N+](=O)[O-])cn1 (stereo unspecified)
26) Nc1nonc1-n1nnc(C(=O)N/N=C/c2ccc(OCc3ccc(F)cc3)cc2)c1COc1ccccc1
27) C=CCc1cccc(CNc2cnc3ccccc3c2)c1O
28) COc1cc(O)oc1C=Nc1ccc(Cl)cc1
29) Cc1ccc(-n2sc3ccccc3c2=O)cc1
30) Cc1ccc(SCC(=O)c2c(C)nc3cc(C)ccn23)cc1
31) Cc1ccccc1/C=N/N=C1/NC(=O)CCS1
32) COc1ccccc1NC(=O)c1ccc(NC(=O)c2nc3nccc(C)n3n2)cc1
screen / no.	25	26	27	28	29	30	31	32
Mdm2-MdmX inh	48.4	52.5*	18.5	7.2	29.1	-11.4	-30.7	8.4
XBP1 UPR activ	-1.7	16.5	0.3	1.9	-2.5	1.3	5.7	2.9
Jurkat NFkB inh	-1.0	-47.9	20.5	7.7	-25.1	-6.0	-0.8	-3.1
TIM10 inh	19.9	-1.9	3.9	-1.6	65.1*	-8.4	11.6	-4.7
UPR CHOP act	2.0	6.5	14.6	-0.3	15.2	0.6	3.8	0.1
tim23-1 inh	12.7	-4.7	33.1	7.9	59.1*	-17.9	4.4	0.9
tim10-1 inh	11.0	-8.3	17.7	1.4	35.8	-36.3	9.9	32.2
697 NFkB inh	-18.1	20.9	-67.8	-14.3	-36.4	-17.2	-3.2	20.5

33) CCOC(=O)CCCNC(=O)CN1CCC(c2nc3ccccc3s2)CC1
34) COc1ccc(OC)c(NC(=O)NCCN2CCN(c3ccccc3)CC2)c1
35) CCN(CC(=O)Nc1ccc(NC(C)=O)cc1)C(=O)c1ccc2ccccc2c1
36) O=C(C1CCCCCC1)N1CC[C@@H](N2CCC(O)CC2)[C@H](O)C1
37) O=C(COc1coc(CN2CCc3ccccc3C2)cc1=O)Nc1cccc(Cl)c1
38) CCN1C(=O)[C@H]2[C@@H](c3ccc(C)cc3)N3C(=O)N(c4ccc(C(F)(F)F)cc4)C(=O)[C@@]3(CC(C)C)[C@H]2C1=O
39) O=C(Cc1ccc(NC2=NC3CS(=O)(=O)CC3S2)cc1)NCCc1ccccc1 (stereo unspecified)
40) NS(=O)(=O)c1ccc(NS(=O)(=O)/C=C/c2ccccc2)cc1
screen / no.	33	34	35	36	37	38	39	40
Mdm2-MdmX inh	-4.2	9.7	-18.2	-23.9	-3.0	44.0	-9.1	10.9
XBP1 UPR activ	-4.4	-8.4	-0.3	-3.2	4.0	2.7	0.1	-3.7
Jurkat NFkB inh	13.4	-19.3	-6.0	6.9	0.7	-22.9	17.1	6.6
TIM10 inh	9.1	31.1	5.0	-5.2	4.4	-9.8	-1.6	8.5
UPR CHOP act	0.7	0.3	1.1	-0.2	-1.3	-1.1	-1.3	-0.4
tim23-1 inh	3.8	3.3	6.0	-2.4	20.9	-12.4	2.3	5.8
tim10-1 inh	1.3	7.3	-7.5	-13.3	7.3	-2.7	-9.5	3.4
697 NFkB inh	1.5	5.3	-9.0	-2.3	-24.3	8.9	12.9	-5.8

41) COc1ccc(OC)c(C(=O)Cn2c3[n+](c4ccc(C(F)(F)F)cc42)CCCCC3)c1
42) Brc1cccc(-c2nnc3sc(CNC4CCCC4)cn23)c1
43) COc1ccc(-n2c(Cc3cccn3C)nnc2SCC(=O)Nc2ccc(C)cc2)cc1
44) COC(=O)C1=C(N)Oc2cc(C)n(CC3CCCO3)c(=O)c2C1c1ccc(Cl)c(Cl)c1 (stereo unspecified)
45) COc1cc(C(CC(=O)Nc2cc(C)ccn2)N2Cc3ccccc3C2=O)cc(OC)c1OC (stereo unspecified)
46) CN(C1(C)CCS(=O)(=O)C1)S(=O)(=O)c1ccc2ccccc2c1 (stereo unspecified)
47) O=C(CCN1C(=O)C2C3CC(C(Br)C3Br)C2C1=O)OCC(=O)c1ccccc1 (stereo unspecified)
48) CCOc1ccccc1C(=O)NC(C(=O)N(C)Cc1ccc2c(c1)OCO2)C(C)C (stereo unspecified)
screen / no.	41	42	43	44	45	46	47	48
Mdm2-MdmX inh	25.3	-26.9	-14.6	9.8	-29.6	20.6	14.0	-7.8
XBP1 UPR activ	-3.0	1.6	-2.1	-0.3	-7.6	2.1	-2.6	-1.5
Jurkat NFkB inh	13.4	10.0	2.7	-2.7	-11.7	10.3	5.4	14.3
TIM10 inh	12.0	-30.4	10.7	29.3	7.0	-0.8	17.5	15.9
UPR CHOP act	0.3	-3.5	1.4	0.3	0.8	1.0	0.4	1.0
tim23-1 inh	2.2	3.9	24.5	31.1	5.8	20.4	13.7	42.2
tim10-1 inh	7.2	9.7	29.7	26.1	-1.0	8.7	12.6	24.0
697 NFkB inh	-5.2	15.9	8.3	4.9	4.5	-1.5	7.1	3.2

49) CC12C(=O)N(Cc3ccccc3)C(=O)C1C1C=CC2C1 (stereo unspecified)
50) CC1(c2ccccc2)NC(=O)N(CC(=O)Nc2ccc3c(c2)CCC3)C1=O (stereo unspecified)
51) Cc1cc(NC(=O)c2ccccc2)c(Cl)cc1N
52) CCC(c1nnc(SCC(=O)N2CC(=O)Nc3ccccc32)n1Cc1ccccc1)N(C)C (stereo unspecified)
53) CN(C)C(=O)N1CCCC(C(=O)NCc2cccs2)C1 (stereo unspecified)
54) O=[N+]([O-])c1ccc(S(=O)(=O)c2ccccc2)nc1
55) Cc1cc(Cl)ccc1N(CC(=O)NCc1ccccc1)S(C)(=O)=O
screen / no.	49	50	51	52	53	54	55
Mdm2-MdmX inh	10.7	13.6	14.8	6.9	23.0	95.1*	14.8
XBP1 UPR activ	0.3	-0.4	-9.7	0.5	-2.9	-8.1	-6.4
Jurkat NFkB inh	0.5	13.1	-28.0	6.4	-7.2	25.4	4.2
TIM10 inh	7.6	-6.2	5.3	-1.5	-2.7	60.1*	5.5
UPR CHOP act	-1.9	3.4	-3.9	-1.9	-2.0	-10.6	0.4
tim23-1 inh	12.0	-9.3	11.5	-4.0	-1.5	46.7	16.0
tim10-1 inh	9.3	-10.3	8.4	-15.8	-16.9	63.6*	7.4
697 NFkB inh	5.5	0.5	11.1	7.1	30.4	-75.6	12.2
